High-throughput results: PubChem, National Center for Advancing Translational Sciences (NCATS)
JMJD2A Tudor – JMJD2A Tudor domain (human) inhibition | O75164 | AlphaScreen JMJD2A-Tudor / H3K4me3 peptide binding | Potency, µM (top dose mostly 114 µM), without a hit: top-dose activity change, negative = inhibition, usual class: inhibitors | hit rate 4.4% among 390,000 | AID 504339; also: potency is read from the fitted curve at half-maximal effect; % is scaled to controls: 0 for no effect and ±100 for the full control effect; nearly all actives have a fitted effect of over 50% in size
POLH inh – DNA polymerase eta (human) inhibition. Q9Y253. recombinant Pol eta, fluorescent DNA replication assay. hit rate 1.2% among 390,000. Potency, µM (top dose mostly 114 µM), for the others: at the highest dose activity change, negative = inhibition, most hits filed as inhibitors; also: potency is read from the fitted curve at half-maximal effect; % is scaled to controls: 0 for no effect and ±100 for the full control effect
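Pol eta (10 nM) was preincubated with compounds for 15 min at room temperature, after which fluorescent replication substrate (50 nM final) was added to start the reaction. Fluorescence was read kinetically at 0 and 10 min.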
HP1b chromo inh – inhibitors of HP1-beta chromodomain binding to methylated histone tails. Potency, µM (titrated, usually from 114 µM), for the others: at the highest dose activity change, negative = inhibition, actives largely listed as inhibitors. AlphaScreen HP1-beta / biotin-H3K9me3 peptide binding. hit rate 0.56% among 390,000. AID 540317. P83916; also: potency is read from the fitted curve at half-maximal effect; nearly all actives have a fitted effect of over 70% in size; inactives centre near 23
Target sequence (P83916 whole entry, looked up): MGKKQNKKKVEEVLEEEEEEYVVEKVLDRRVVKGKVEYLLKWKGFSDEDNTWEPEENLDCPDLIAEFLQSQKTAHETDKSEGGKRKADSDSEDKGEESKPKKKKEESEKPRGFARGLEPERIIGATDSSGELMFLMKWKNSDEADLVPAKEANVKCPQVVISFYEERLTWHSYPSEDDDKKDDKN
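Compound inhibition of the preformed complex between 50 nM HP1-beta and 50 nM biotinylated H3K9me3 peptide was read by AlphaScreen. Buffer was PBS pH 7.4 with 0.01% Tween-20. Incubations ran 30 min at room temperature, with 10 ug/mL donor/acceptor beads.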
GLS inh – blocks human kidney-isoform glutaminase activity. AID 624170. O94925. Potency, µM (highest dose often 45.5 µM), for the others: top-dose activity change, negative = inhibition, actives largely listed as inhibitors. GLS enzymatic activity, qHTS titration. hit rate 0.21% among 410,000; also: potency is read from the fitted curve at half-maximal effect; % is scaled to controls: 0 for no effect and ±100 for the full control effect
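hKGA; 45 mM KH2PO4 pH 8.2 + 0.02% Tween-20; cpd via pin tool; 1 mM Gln soln; GluOx/HRP/Amplex Red; RT 30 min; fluor. t0 & final.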
Pin1 inh – inhibitors of human Pin1. hit rate 0.009% among 390,000. Potency, µM (doses to about 115 µM), for inactives: at the top dose activity, negative = inhibition, actives largely listed as inhibitors. Pin1 FP peptide displacement, HiFluor488, 10 min. Q13526; active = well fitted inhibition curve with a large enough effect in the polarisation, with a control signal flat, not every such curve was filed as active; inconclusive = small, poorly fitted or top-dose-only effect, or effect the other way, or a change in a side signal; inactive = no such curve, though single readings can be large or run the other way; the % refers to the polarisation; also: potency is read from the fitted curve at half-maximal effect; % is scaled to controls: 0 for no effect and ±100 for the full control effect
BAZ2B block – blocks human BAZ2B | Q9UIF8 | AlphaScreen BAZ2B-H3K14Ac peptide displacement | Potency, µM (titrated, usually from 114 µM), without a hit: at the highest dose activity change, negative = inhibition, hits mostly inhibitors | hit rate 4.4% among 360,000 | AID 504333; also: potency is read from the fitted curve at half-maximal effect; % is scaled to controls: 0 for no effect and ±100 for the full control effect; nearly all actives have a fitted effect of over 60% in size
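In this displacement format the biotinylated H3(5-23) peptide acetylated at Lys14 serves as ligand at 50 nM, with BAZ2B at 50 nM in PBS pH 7.4 containing 0.01% Tween-20. Donor and acceptor beads are 10 ug/mL final.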
G9a block – G9a (human) methyltransferase inhibition. Potency, µM (series often up to 102 µM), for inactives: top-dose activity, negative = inhibition, actives largely listed as inhibitors. Q96KQ7. G9a H3K9 monomethylation, AlphaScreen, 2 h. hit rate 8.8% among 350,000; also: potency is read from the fitted curve at half-maximal effect; % is scaled to controls: 0 for no effect and ±100 for the full control effect; nearly all actives have a fitted effect of over 75% in size
Target sequence (Q96KQ7 913-1193 limits assumed): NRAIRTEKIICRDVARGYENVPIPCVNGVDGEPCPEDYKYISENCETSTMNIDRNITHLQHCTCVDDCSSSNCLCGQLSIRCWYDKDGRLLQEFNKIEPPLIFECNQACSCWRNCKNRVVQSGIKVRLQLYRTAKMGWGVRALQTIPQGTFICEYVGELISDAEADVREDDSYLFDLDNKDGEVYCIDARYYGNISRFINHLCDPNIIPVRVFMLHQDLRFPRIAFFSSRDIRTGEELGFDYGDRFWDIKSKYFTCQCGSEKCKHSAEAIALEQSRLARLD
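Readings reflect AlphaScreen signal from monomethyl-H3K9 antibody detection. HMT at 20 nM; substrate b-H3K9 500 nM; cofactor SAM 20 uM; 2 h RT reaction; compounds tested as titrations in qHTS with 15 min preincubation.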
PI4K2A inh – blocks human PI4K2A kinase activity. Q9BTU6. purified PI4K2A, ADP-Glo luminescence, 1 h; hits give low values. activity change, negative = inhibition, % at 76.9 µM. hit rate 0.13% among 420,000. AID 1346378; in the data active = activity change below about -50%; inconclusive = mostly about -30% to -49%;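 also: -100% = wells without enzyme as full effect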
Target sequence (Q9BTU6 whole entry, looked up): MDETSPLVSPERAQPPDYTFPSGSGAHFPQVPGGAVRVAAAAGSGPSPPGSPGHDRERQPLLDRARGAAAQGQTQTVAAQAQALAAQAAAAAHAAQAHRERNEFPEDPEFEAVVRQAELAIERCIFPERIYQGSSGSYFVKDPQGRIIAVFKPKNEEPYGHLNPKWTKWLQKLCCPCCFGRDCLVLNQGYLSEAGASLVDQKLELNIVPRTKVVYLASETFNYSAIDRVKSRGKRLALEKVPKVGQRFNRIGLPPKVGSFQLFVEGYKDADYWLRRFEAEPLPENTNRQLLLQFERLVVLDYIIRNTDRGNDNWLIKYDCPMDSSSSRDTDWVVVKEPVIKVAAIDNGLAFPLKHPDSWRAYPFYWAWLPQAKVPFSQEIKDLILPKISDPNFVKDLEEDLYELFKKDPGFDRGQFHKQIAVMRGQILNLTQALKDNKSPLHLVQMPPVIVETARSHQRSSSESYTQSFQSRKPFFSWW
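In this quantitative HTS, ADP production by PI4K2A was quantified luminescently after 1 h at ambient temperature; 100 microM adenosine served as plate-quality control.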
PGK inhibitor – T. brucei PGK inhibition; PGK/GAPDH coupled, Kinase-Glo luminescence, 60 min; Potency, µM (series often up to 57.5 µM), for the others: at the top dose activity change, negative = inhibition, actives largely listed as inhibitors; hit rate 0.043% among 380,000; AID 602233; also: potency is read from the fitted curve at half-maximal effect; % is scaled to controls: 0 for no effect and ±100 for the full control effect; nearly all actives have a fitted effect of over 60% in size
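Luminescent ATP detection (Kinase-Glo Plus) follows a 60-minute room-temperature incubation, with wells lacking PGK as controls. Buffer: 100 mM TEA (pH 7.6), 5 mM MgCl2, 0.01% Tween-20. Coupling enzyme GAPDH (100 nM final) supplies unstable 1,3-BPG in-well.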
Active calls of the source: *; i = inactive; ? = inconclusive; . = not tested or not shown; [ ] = another dose, or the depositor's remark. Unless noted, calls follow the shape of the dose curve; as a rule, active = well fitted curve in the direction sought with a large enough effect; inconclusive = small, poorly fitted or top-dose-only effect, or another doubt; inactive = no such curve, though single readings can be large; an effect the other way counts as inactive or inconclusive.

SMILES	JMJD2A Tudor	POLH inh	HP1b chromo inh	GLS inh	Pin1 inh	BAZ2B block	G9a block	PI4K2A inh	PGK inhibitor
O=[N+]([O-])c1cc(/C=N/Nc2nc(N3CCCCC3)nc(N3CCCCC3)n2)ccc1O	-23%	-7%	-14%	6%	-2%	-37%	?	1	2%
COc1ccccc1-c1nnc(SCC(=O)Nc2ccc3[nH]c(=O)[nH]c3c2)n1N	-4%	-2%	56%[activator]	9%	0%	8%	-4%[0.501 µM]	-4	-7%
COc1ccc(COC(=O)Oc2ccc(CNC(C)=O)cc2OC)c([N+](=O)[O-])c1	-18%	-15%	24%	-7%	-3%	-4%	3%[2.33 µM]	3	-1%
O=C(/C=C/c1ccc(S(=O)(=O)N2CCOCC2)cc1)N(CCO)Cc1ccccc1	-5%	-19%	26%	0%	-10%	14%	-14%	0	i
COc1ccc(-c2cc(C(F)(F)F)nc(NCc3ccco3)n2)cc1OC	-12%	-23%	33%	-5%	?	2%	8%[12.7 µM]	-5	0%
O=C(Nc1cccc(NC(=O)c2nccc3ccccc23)c1)c1ccco1	-30%	-6%	1%	19%	7%	-22%	45µM*	3	0%
CCN1CCCC1CNC(=O)CCNC(=O)c1cc(OC)c(OC)c(OC)c1 (stereo not drawn)	-12%	-17%	32%	3%	-6%	3%	5%	-6	2%
Nn1c(Nc2ccccc2)nc2sc3c(c2c1=O)CCC3	-34%	-2%	-6%	23%	11%	?	4%[12.7 µM]	3	0%
CN(C)c1nnnn1-c1ccc(Oc2ccccc2)cc1	7%	-22%	42%[activator]	-7%	0%	4%	5%	-1	i
CC1(C)CC(N2CN(C3CCCCC3)CC2=O)CC(C)(C)N1	-4%	-6%	7%	3%	-4%	2%	20%	1	-2%
Cc1cc(=O)n(CCCO)c(O)c1C#N	-13%	-11%	16%	-1%	?	-31%	45µM*	?	-2%
COc1ccc2cc(OCC(=O)NNC(=O)Nc3ccc(OC)c(OC)c3)ccc2c1	-32%	?	2%	-1%	?	?	.	-15	-4%
CN(CC(=O)NC(=O)NC(C)(C)C)CC(=O)Nc1ccccc1Cl	-6%	1%	42%[activator]	5%	2%	-13%	4%	0	-8%
CN1C(=O)C(CC(=O)NCCc2ccccc2)N(NC(=O)c2ccc(Cl)cc2)C1=S (stereo not drawn)	-22%	5%	37%	-1%	-2%	-11%	19%	-6	-7%
CC(C)(C)c1cc2cccnc2n1Cc1cccc(Cl)c1	3%[57.1 µM]	4%	10%	2%	2%	-28%	-36%[59 µM]	11	-3%
Cc1nc(C)c(C(=O)Nc2ccccc2-c2ccccc2)o1	-22%	-13%	22%	-1%	7%	-1%	?	1	-3%
Cc1ccc(-c2cc(C(=O)Nc3cnn(C45CC6CC(CC(C6)C4)C5)c3)no2)cc1	-14%	-3%	20%	11%	-1%	0%	-6%[59 µM]	-4	-7%
COc1cc(C(=O)NCC(c2cccs2)N2CCOCC2)c([N+](=O)[O-])cc1OC (stereo not drawn)	-6%	-19%	29%	-7%	-2%	3%	2%	2	-8%
Cc1ccc(NC(Cc2cc(C)no2)c2ccccc2)cc1 (stereo not drawn)	?	-25%	?	6%	7%	?	?	-3	-1%
COc1ccc(/C=C/C(=O)N2CCCC2)cc1OC	9%	-20%	27%	1%	3%	3%	47%[activator]	2	-10%
CCCc1cc(=O)oc2cc(OCC(=O)NCCc3ccc(S(N)(=O)=O)cc3)ccc12	-9%	5%	44%[activator]	-7%	-7%	-12%	58%[activator]	-8	-6%
CCOC(=O)c1c(NC(=O)CN2CCCc3ccccc32)sc(C)c1CC	-21%	-23%	31%	-2%	51%[activator]	-11%	-2%	-5	-13%
CC1(C)Cc2c(C#N)c(N)n(-c3ccccc3)c(=O)c2CO1	-13%	5%	15%	7%	2%	-4%	11%	-9	8%
Cc1sc(NC(=S)NC(=O)c2ccc(C(C)(C)C)cc2)c(C#N)c1C	-20%	-8%	-10%	21%	24%	-37%	?	2	3%
C[C@H](CO)N1C[C@H](C)[C@@H](CN(C)C(=O)NC2CCCCC2)Oc2c(NC(=O)Nc3ccccc3)cccc2C1=O	-14%	-8%	57%[activator]	3%	7%	.	.	-2	-4%
COc1c(Cl)cc(Cl)cc1CNCCNCCO	?	4%	37%	-2%	-4%	-11%	.	0	.
COc1ccc(NC(=O)C2CCC(C)(C(=O)O)C2(C)C)cc1 (stereo not drawn)	0%	-9%	32%	-1%	-1%	-4%	0%[59 µM]	10	-8%
C[C@H]1CN=C(Nc2ccccc2)N1CCc1ccc(F)cc1	-11%	-7%	31%	18%	-10%	15%	29%[2.33 µM]	-3	1%
CC(C)(O)[C@H]1Cc2cc3ccc(=O)oc3cc2O1	-1%	-14%	21%	3%	-10%	15%	-7%[2.33 µM]	-5	i
CCC(C)c1nc2c(c(N3CCC3=O)c1-c1ccccc1)CCCC2 (stereo not drawn)	-10%	-15%	133%[activator]	-5%	2%	.	.	1	-2%
CN(C)S(=O)(=O)c1ccc(C(=O)N2CCN=C2SCc2ccccc2)cc1	4%	-6%	30%	1%	2%	.	-6%	2	-5%
CC(C)N(CCNS(=O)(=O)c1ccc(Cl)cc1)C(C)C	12%	-11%	46%[activator]	.	1%	15%	-3%[59 µM]	2	6%
CC(C)[C@H](NC(=O)c1c(F)cccc1F)C(=O)Nc1cccc(Br)c1	-10%	-20%	36%	-9%	0%	-2%	-10%[2.33 µM]	-4	i
CC1CCN(c2nc3c(c(=O)[nH]c(=O)n3C)n2CCSc2ncccn2)CC1	-10%	1%	36%	6%	-1%	.	.	-1	-1%
CCC(C)NC(=O)Cn1c(=O)n(-c2ccc(Cl)cc2)c(=O)c2c3c(sc21)CCCC3 (stereo not drawn)	-4%	-13%	39%[activator]	-4%	-5%	5%	-9%[59 µM]	-10	-8%
O=C(Nc1ccncc1)c1ccc2ccccc2c1	-22%	5%	6%	4%	9%	8%	.	-2	-1%

Full records from above. Order of screens: JMJD2A Tudor, POLH inh, HP1b chromo inh, GLS inh, Pin1 inh, BAZ2B block, G9a block, PI4K2A inh, PGK inhibitor
`C[C@H](CO)N1C[C@H](C)[C@@H](CN(C)C(=O)NC2CCCCC2)Oc2c(NC(=O)Nc3ccccc3)cccc2C1=O` reads -14%, -8%, 57%[activator], 3%, 7%, ., ., -2, -4%
`CC1CCN(c2nc3c(c(=O)[nH]c(=O)n3C)n2CCSc2ncccn2)CC1` reads -10%, 1%, 36%, 6%, -1%, ., ., -1, -1%
`O=C(Nc1ccncc1)c1ccc2ccccc2c1` reads -22%, 5%, 6%, 4%, 9%, 8%, ., -2, -1%

Continued:
SMILES	JMJD2A Tudor	POLH inh	HP1b chromo inh	GLS inh	Pin1 inh	BAZ2B block	G9a block	PI4K2A inh	PGK inhibitor
COc1cc(/C=C/C(=O)O)ccc1OS(=O)(=O)c1cc(Br)ccc1C	-6%	-11%	68%[activator]	10%	5%	6%	-2%[12.7 µM]	-1	i
COc1ccc(C(=O)NC(C)c2nc3ccccc3n2C)cc1OC (stereo not drawn)	-22%	3%	29%	9%	-12%	2%	-17%[59 µM]	-1	-10%
COc1cccc(CNC(=O)CN2C(=O)CSc3c2c(C)nn3-c2ccccc2)c1	-7%	-19%	23%	4%	-3%	-11%	15%[59 µM]	-3	7%
COC(=O)C1=C(C)N(CCc2ccc(OC)c(OC)c2)C(=O)C1	-21%	-18%	28%	-4%	5%	-4%	?	17	i
O=C(NCc1ccccc1Cl)c1ccc[nH]1	0%[57.1 µM]	-27%	30%	9%	5%	-22%	-4%	1	-8%
COc1ccc(CCNC(=O)c2cc3c(=O)n4cccc(C)c4nc3n2C)cc1	-28%	-14%	14%	-1%	-12%	-3%	3%[59 µM]	2	-9%
Cc1ccc(C(=O)NCCCN2CCOCC2)o1	-1%	-13%	24%	.	-2%	-1%	5%[59 µM]	0	1%
CCCNS(=O)(=O)c1ccc(Oc2ncc(C(F)(F)F)cc2Cl)cc1	-1%	-15%	12%	-4%	2%	-5%	0%[59 µM]	-8	i
CCOC(=O)c1c(C)nn(-c2ncccc2NC(=O)NC(C)C)c1C	5%	-15%	17%	-7%	-7%	5%	.	2	0%
C=CCSc1nc2c(N)ncnc2n1C1OC(CO)C(O)C1O (stereo not drawn)	.	-11%	.	0%	.	.	.	?	-12%
O=C(C(Cl)Cl)N1CCN(Cc2ccccc2)CC1	6%	-21%	30%	-2%	-14%	-2%	-6%	2	-6%
COc1ccc(CCNC(=O)Cn2c(=O)cc(C(F)(F)F)c3c(C)nn(C)c32)cc1OC	-13%	-11%	3%	0%	7%	-9%	25%[59 µM]	-1	8%
Cc1ccc(NS(=O)(=O)c2cccc(C(=O)O)c2)cc1S(=O)(=O)N1CCOCC1	-14%	?	14%	14%	-2%	-4%	-3%[59 µM]	3	-1%
CCOC(=O)C(CCCCCOc1ccccc1[N+](=O)[O-])C(=O)OCC	6%	-19%	81%[activator]	14%	3%	44%[activator]	32%[59 µM]	5	-8%
Cc1ccc2nc(-c3ccccc3)cc(C(=O)NCCCn3ccnc3)c2c1	-33%	-5%	16%	14%	2%	?	40%[0.501 µM]	3	7%
O=C(OCc1ccco1)c1ccc2c(c1)N(Cc1ccc([N+](=O)[O-])cc1)C(=O)c1ccccc1S2	-27%	-19%	6%[57 µM]	10%	11%	-28%	-34%[59 µM]	6	-8%
NS(=O)(=O)c1ccc(NC(=S)N2CCN(c3ccc(Cl)c(Cl)c3)CC2)cc1	-10%	-12%	41%[activator]	-6%	8%	10%	-10%[59 µM]	2	0%
CC(C)Cc1cc(C(=O)Nc2cc(Br)ccc2O)no1	-16%	-15%	32%	11%	-2%	8%	-12%[59 µM]	-7	7%

Only part of the results is shown, so the mix of outcomes need not match the whole.
